# Assay outcomes as filed in PubChem.
# RAD54 inh: inhibitors of human RAD54 branch migration, primary screen, biochemical, fluorescence, single point; inhibition, % at 10.4 µM; DNA repair and recombination protein RAD54-like (Homo sapiens), Q92698; AID 602329, 2012; actives 0.14% (n = 360,000); RAD54 Holliday junction branch migration, FAM/BHQ fluorescence;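 active = mean normalized replicate activity at least 40 and at least half of replicates scoring 40 or more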;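 also: 0% = median of neutral control wells and 100% = median of positive control wells; inhibitors cause a drop in the FAM fluorescence signal; in these data hits start at about 50%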
# RAD52 inh: RAD52 DNA annealing inhibitors, primary screen, biochemical, FRET, single point, set 2 | recombinant RAD52 DNA annealing, FRET fluorescence | inhibition, % at 18.7 µM | actives 0.46% (n = 360,000) | AID 651710, 2012;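 active = every replicate showing at least 50% inhibition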
# Target sequence (P43351 whole entry, looked up): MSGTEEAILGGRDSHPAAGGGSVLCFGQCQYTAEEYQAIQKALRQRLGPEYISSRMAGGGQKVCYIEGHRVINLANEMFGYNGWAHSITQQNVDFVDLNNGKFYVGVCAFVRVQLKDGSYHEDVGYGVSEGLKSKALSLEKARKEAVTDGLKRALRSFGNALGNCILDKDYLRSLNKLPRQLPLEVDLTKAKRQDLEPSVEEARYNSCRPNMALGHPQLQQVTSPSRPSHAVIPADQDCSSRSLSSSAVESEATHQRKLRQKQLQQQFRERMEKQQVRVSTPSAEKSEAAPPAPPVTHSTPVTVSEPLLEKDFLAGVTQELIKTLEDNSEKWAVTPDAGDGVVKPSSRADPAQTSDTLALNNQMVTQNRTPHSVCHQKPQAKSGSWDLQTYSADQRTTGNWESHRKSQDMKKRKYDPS
# EWS-Fli inh: EWS/Fli-driven NR0B1 reporter inhibitors, primary screen, A673 cells, NR0B1 luciferase, luminescence, MLPCN library. viability-normalised. inhibition, % at 12.6 µM. actives 0.67% (n = 350,000). AID 651661, 2012;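 active = mean inhibition of at least 50% after viability correction, with every replicate also passing that limit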;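 also: firefly luciferase signal divided by Alamar Blue viability fluorescence both relative to DMSO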
# S100A4 inh HTS: inhibitors of S100A4-myosin IIA peptide binding, primary screen, biochemical, fluorescence polarization, TAMRA-MyoIIA peptide; AID 652163, 2013; inhibition, % at 10.7 µM; Protein S100-A4 (Homo sapiens), P26447; actives 0.14% (n = 360,000);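 active = mean inhibition of at least 70% across replicates, with every replicate also reaching that level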
# Target sequence (P26447 whole entry, looked up): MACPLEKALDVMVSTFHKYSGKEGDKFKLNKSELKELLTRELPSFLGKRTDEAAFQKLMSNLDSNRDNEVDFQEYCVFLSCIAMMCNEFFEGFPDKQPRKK
#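 Assay system: human S100A4 monomer with TAMRA-labelled myosin IIA peptide / Buffer or medium: Calcium-containing HEPES buffer, pH 7.2 / Reagent: TAMRA-labelled myosin IIA heavy-chain peptide probe, 5 nM / Compound: one dose per compound / Timing: polarization read 5 min after assay mix addition, stable 5–60 min / Benchmarks: neutral control DMSO, positive control TFP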
# esBAF inh: Bmi1 luciferase reporter increase in mESCs, primary screen, esBAF inhibitor project, mouse ES cells, Bmi1 luciferase knock-in, single point | AID 602393, 2012 | reporter increase, % at 12.5 µM | actives 2% (n = 350,000) | 24 h; 100% = twice the neutral-well signal; in the data active = activation above about 40%;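 also: 0% = median of the plate's neutral control wells and 100% = double that signal; a rise in the Bmi1 reporter signal indicates esBAF inhibition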
# FN deposition inh: inhibitors of fibronectin matrix deposition, primary screen, AH1F cells, Alexa488-fibronectin fluorescence, plate reader; AH1F fibroblasts, overnight; inhibition, % at 12.6 µM; actives 0.086% (n = 350,000); AID 743247, 2014;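 active = mean inhibition across replicates of 30% or more, regardless of how many single replicates reach that level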;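 also: positive control wells lacked labelled fibronectin entirely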
#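 material = AH1F fibroblast monolayer depositing Alexa488-labelled fibronectin into matrix | amount = 10000 AH1F cells/well | buffer or medium = DMEM plus 2% serum, read in PBS | incubation = 1 h cell adhesion before compound, then overnight fibronectin incubation | detection = fluorescence at 485 nm excitation, 525 nm emission | evaluation = percent inhibition as loss of matrix-bound fibronectin fluorescence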
# E-sel inducer: E-selectin induction in HUVECs, primary screen, imaging, HUVEC, immunofluorescence imaging, single point | normalized: neutral wells 0, TNF-alpha wells 100 | activation, % at 7.58 µM | actives 0.37% (n = 260,000);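 active = mean E-selectin-positive cell signal at least 10% of the positive control, reached in at least 60% of replicates, without over 20% cell loss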;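 also: in these data hits start at about 27%; measured in HUVEC primary endothelial cells; signal is the percent of cells scored E-selectin positive by PE staining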
#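 Read-out basis: % PE-positive cells; Test system: HUVEC primary endothelial cells; Technique: immunofluorescence imaging; Dosing: single-point compound dose.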
# Xi reactivation: activators of inactive X chromosome reactivation, primary screen, imaging, XiGFP fibroblasts, GFP high-content imaging, set 2; actives 0.055% (n = 360,000); activation, % at 7.58 µM; AID 743238, 2013; XiGFP mouse fibroblasts, % GFP-positive cells imaging, 3 d; cells co-treated with 5-aza-dC sensitizer; scaled so ellipticine positive control = 100%;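 active = mean normalized replicate activation at least 10% and every replicate at or above 10%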;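 also: 0% = median of on-plate neutral control wells and 100% = ellipticine 6 µM median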
#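 Material: SV40-immortalized XiGFP fibroblast cells, line 68-5-11 | Buffer or medium: DMEM containing 5-aza-dC | Dosing: One concentration, pinned | Times: 3 d treatment, 15 min room-temperature fixation | Controls: Ellipticine 6 µM positive control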
# Active calls of the source: *; / = not tested or not shown; & = joins results of further samples. An unsorted share of the library; 3% or so of the library scored in one or more.
structure	RAD54 inh	RAD52 inh	EWS-Fli inh	S100A4 inh HTS	esBAF inh	FN deposition inh	E-sel inducer	Xi reactivation
COC(=O)c1ccccc1NC(=O)COC(=O)[C@H](C)NC(N)=O	-1	-5	1	-5	26	0	0.0	0.0
Cc1c(C(=O)N2CCN(c3ccccn3)CC2)oc2c1C(=O)CC(C)(C)C2	6	-2	4	2	9	4	-0.1	0.0
CCNS(=O)(=O)c1ccc(CCC(=O)Nc2ccc3c(c2)OCO3)cc1	-11	-4	9	-4	8	-2	0.1	-0.1
CO[C@H]1CN(C)C(=O)c2ccc(NC(C)=O)cc2OC[C@H](C)N(C(=O)C2CCCCC2)C[C@@H]1C	7	1	6	-3	1	-12	-0.2	0.3
CC(=O)Nc1ccc(NC(=O)CC(NC(=O)c2ccccc2)c2ccccc2)cc1 (stereo not given)	3	-18	-7	-5	-7	1	-0.3	0.2
Cc1noc(C)c1NC(=O)Nc1ccc2c(c1)C(=O)N([C@H](C)CO)C[C@@H](C)[C@@H](CN(C)Cc1ccccc1)OCCCC[C@@H](C)O2	1	7	0	-4	5	0	1.2	0.8
COc1ccc(C(=O)NCC2CCCO2)cc1S(=O)(=O)N1CCCc2ccccc21 (stereo not given)	/	-25	3	-6	/	/	-1.7	0.2
COc1cc(C2CC(=O)C3=C(C2)Nc2ncnn2C3c2cccs2)cc(OC)c1OC (stereo not given)	-9	-2	5	-7	/	-7	/	0.0
COc1cc(S(=O)(=O)N2CCN(C(=O)C3CC3)CC2)ccc1NC(C)=O	5	-6	-1	-1	3	-3	-0.4	0.1
O=C(COC(=O)/C=C/c1ccccc1[N+](=O)[O-])NC1CC1	5	-16	9	1	3	/	/	0.2
CCS(=O)(=O)c1ncc(Cl)c(C(=O)Nc2ccc(C)cc2)n1	6	-6	65*	-3	-3	5	/	-0.1
N#Cc1c(-c2cccc([N+](=O)[O-])c2)nc2n(c1=O)CCS2	-7	-8	3	-2	-5	3	0.0	0.0
CSc1cccc(CNC(=O)C2CCC(=O)N(CCc3ccccc3)C2)c1 (stereo not given)	-8	-13	-36	-4	20	2	-0.1	0.2
O=C(CN1CCOCC1)N1CCCCN2[C@H](CO)[C@H](c3ccc(-c4ccccc4)cc3)[C@H]2C1	-4	2	-7	12	-5	/	-0.1	0.0
CCc1ccc(C(=O)NNc2ccc(F)cc2)cc1	/	4	-3	-1	-1	-7	-0.2	-0.1
COc1ccc(S(=O)(=O)N2CC[C@@H]3[C@@H](CO)Nc4ccc(C#Cc5ccccc5OC)cc4[C@@H]32)cc1	/	8	4	-10	/	0	0.3	0.3
COCCn1c(SCC(=O)Nc2ccc(F)cc2)nc2c([nH]c3ccccc32)c1=O	4	-8	3	-4	/	4	-0.9	0.2
CC(=O)N/N=C(\C)CC(=O)Nc1cccc(C(F)(F)F)c1	/	-8	1	-1	/	/	/	0.0
Cc1c(-c2cccc(Cl)c2)nc2ccccc2c1C(=O)NC1CC1	-6	-26	/	-3	-6	/	0.3	0.2
Cc1cc(C)c(C(=O)O)c(CC(C)(C)C(=O)O)c1	-1	-4	-4	1	-1	3	-0.2	-0.1
C[C@@H]1CN([C@@H](C)CO)C(=O)c2cc(NS(=O)(=O)c3ccc(Cl)cc3)ccc2O[C@H]1CN(C)S(=O)(=O)c1ccc(Cl)cc1	-2	-1	7	-8	-2	/	0.2	-0.1
O=S(=O)(N[C@@H]1CCCN(Cc2cccc(OCCO)c2)C1)c1cc(Cl)ccc1Cl	-13	19	-3	4	/	/	/	/
COc1cccc(CN(C)CC(=O)Nc2cccc3ccccc23)c1	-4	-25	8	6	2	-2	11	0.1
CC(C)C[C@H]1COc2c(Cl)cccc2S(=O)(=O)N1Cc1ccc(F)cc1F	/	8	4	-2	/	1	-0.1	-0.1
C=CC[C@@H](Cc1ccc(F)cc1)C(=O)OC[C@H]1CCCN1C(=O)[C@@H](CC=C)CC(=O)N(CCO)Cc1ccccc1	-8	9	0	12	0	-3	-0.1	-0.1
CCCN1CC(O)=C(C#N)C1=O	/	-19	7	-8	/	0	2.3	-0.1
Cc1ccc(Cl)cc1N1CCN(S(=O)(=O)c2c(C(=O)N3CCOCC3)c(C)n(C)c2C)CC1	-1	-4	/	5	0	-2	/	0.0
COc1ccc(Cl)cc1NC(=O)CN(C)C(=O)c1cn(-c2ccccc2)nc1-c1cccs1	-17	-2	1	-36	-5	0	/	0.0
CN(C)S(=O)(=O)c1cccc(NC(=O)COC(=O)CCC(=O)c2cccs2)c1	-2	1	-5	-1	-1	6	-2.5	-0.1
Cc1ccc(S(=O)(=O)N(CC(=O)N/N=C/c2ccccc2C(=O)O)c2cc(Cl)cc(Cl)c2)cc1	/	-10	5	0	/	-8	-1.9	0.1

# Molecules listed so far containing a COOH group, in the order listed:
structure	RAD54 inh	RAD52 inh	EWS-Fli inh	S100A4 inh HTS	esBAF inh	FN deposition inh	E-sel inducer	Xi reactivation
Cc1cc(C)c(C(=O)O)c(CC(C)(C)C(=O)O)c1	-1	-4	-4	1	-1	3	-0.2	-0.1
Cc1ccc(S(=O)(=O)N(CC(=O)N/N=C/c2ccccc2C(=O)O)c2cc(Cl)cc(Cl)c2)cc1	/	-10	5	0	/	-8	-1.9	0.1

# (list continues)
structure	RAD54 inh	RAD52 inh	EWS-Fli inh	S100A4 inh HTS	esBAF inh	FN deposition inh	E-sel inducer	Xi reactivation
CCOC(=O)C(CCSC)Nc1nc(Cl)nc(Nc2ccc(Cl)cc2)n1 (stereo not given)	-3	-10	4	2	/	-1	0.0	-0.3
COc1ccc(S(=O)(=O)N(C)C[C@H]2Oc3ccc(NC(=O)CCCN(C)C)cc3CC(=O)N([C@H](C)CO)C[C@H]2C)cc1	/	11	18	2	/	11	-0.1	0.0
Cc1cc(C)c2nc(N3CCC(C(=O)NCc4cccnc4)CC3)sc2c1	/	-7	3	1	/	2	-0.9	0.0
O=C(Nc1cc([N+](=O)[O-])ccc1C(=O)NCCN1CCOCC1)c1ccccc1	-12	-14	15	0	/	0	/	0.2
CCc1ccc(NC(=O)Nc2cc(C(=O)NCC3CCCO3)ccc2N2CC3CC(C2)c2cccc(=O)n2C3)cc1 (stereo not given)	-1	-6	/	-7	4	5	/	-0.1
Cc1noc(C)c1NC(=O)N(C)C[C@H]1Oc2ccc(NC(=O)NC3CCCCC3)cc2C(=O)N([C@H](C)CO)C[C@@H]1C	-14&-3	1&-1	-2&3	5&0	-3&4	-2&-18	-0.1&0.0	-0.1&0.0
COc1ccc(NC2CCCN(C(=O)C3(C)CCCCC3)C2)cc1OC (stereo not given)	6	-17	-2	0	-9	5	/	0.0
Cc1ccc(C)c2sc(NC(=O)c3nc4ccccc4s3)nc12	-12	-5	-5	-4	-3	7	-0.4	0.0
CCC(C)(C)NC(=O)CN(C(=O)CCC(=O)Nc1nccs1)c1cccc(C)c1C	8	-13	10	-19	9	-9	0.1	0.0
O=S(=O)(Nc1ccc(Cl)cn1)c1ccc2c(c1)OCCO2	-5	-16	10	-3	-8	-4	-0.2	-0.1
COC(=O)c1ccc(N2NC(=O)/C(=C/c3cc(OC)c(OC)c(OC)c3)C2=O)cc1	-3	7	14	2	-5	-6	0.2	0.3
C[C@@H]1CCCCO[C@H](CN(C)S(=O)(=O)c2ccc(F)cc2)[C@H](C)CN([C@H](C)CO)C(=O)c2cc(NC(=O)Nc3cccc4ccccc34)ccc2O1	2	-30	4	-24	-2	9	0.0	0.0
Cc1c(Cl)ccc2c(C(=O)O)cc(-c3ccccc3)nc12	4	-11	9	0	2	-5	0.3	-0.2
Cc1cccc(S(=O)(=O)N2C[C@H](O)COC[C@@H]3O[C@H](CC(=O)NCCCN4CCOCC4)CC[C@H]32)c1	8	9	-5	-6	0	2	0.0	0.1
O=C(CN1CCOCC1)NNC(=O)c1ccc([N+](=O)[O-])cc1	12	-6	7	-3	-6	6	3.7	0.0
C[C@@H]1CCCCO[C@H](CN(C)C(=O)Nc2cccc3ccccc23)[C@@H](C)CN([C@H](C)CO)C(=O)c2cc(NS(=O)(=O)c3cccs3)ccc2O1	-13	-13	32	70	-5	/	-0.1	-0.7
O=C(NCC[C@H]1CC[C@H](NC(=O)C2CCCCC2)[C@H](CO)O1)c1ccc(F)cc1	-5	-23	-7	-4	-3	4	-0.1	0.0
CC1(C)Cc2cccc(C(=O)NC3CCN(Cc4ccccc4)CC3)c2O1	-8	-14	2	-3	4	-1	-0.2	-0.1
C[C@@H]1CCCCO[C@@H](CN(C)C)[C@H](C)CN([C@@H](C)CO)C(=O)c2cc(NC(=O)C3CCCCC3)ccc2O1	/	/	0	/	0	/	-0.1	0.0
CCN1C(=O)[C@H]2[C@@H](c3ccc(-c4ccc5c(c4)OCO5)c(OC)c3)N[C@@](C)(C(=O)OC)[C@H]2C1=O	3	-17	-5	99*	2	-6	-0.5	0.0
CO[C@H]1CN(C)C(=O)c2cc(NS(=O)(=O)c3cccc(Cl)c3)ccc2OC[C@H](C)NC[C@@H]1C	3	-4	-2	-2	5	2	-0.4	-0.1
C[C@H]1CN([C@@H](C)CO)S(=O)(=O)c2ccc(C#Cc3ccc(F)cc3)cc2O[C@@H]1CN(C)C(=O)CN(C)C	7	65*	67*	-1	-14	0	-0.4	0.0
C[C@@H]1CN([C@@H](C)CO)C(=O)c2cc(NS(=O)(=O)c3cn(C)cn3)ccc2O[C@H]1CN(C)C(=O)NC1CCCCC1	2	-12	-2	2	-1	-1	-0.1	0.0
Cc1ccccc1-c1ccc([C@H]2[C@@H](CO)N3C(=O)CN(C(=O)c4ccncc4)C[C@@H]23)cc1	/	-5	1	-12	/	5	0.7	0.0
Cc1noc(C)c1NC(=O)Nc1ccc2c(c1)C(=O)N([C@H](C)CO)C[C@H](C)[C@H](CN(C)Cc1ccc(-c3ccccc3)cc1)O2	-12	10	13	6	2	/	-0.3	-0.3
CCc1nc2cc3sc(CC)nc3cc2s1	-4	7	-59	1	76*	1	0.1	0.1
CN(C1CCCCC1)S(=O)(=O)c1ccc(=S)[nH]c1	6	-14	3	-2	-2	-6	/	0.1
COc1ccc(CNC(=O)C2CCN(C(=O)c3cccc(Cl)c3)CC2)cc1	5	-6	14	-3	6	-7	-0.5	0.3
